# Autofluor 339 = intrinsic fluorescence of library compounds, ex339/em460 – biochemical, MLSMR library, data from DPM-DC assay, artefact control, profiling panel | fluorescence fold increase at 10 µM | 65,000 tested, 5.5% active | compound autofluorescence, ex339/em460 nm, NADH buffer; active compounds read high; 1 = no-compound wells, NADH background | AID 709;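 active = at 10 µM, mean starting fluorescence two-fold or more over control wells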;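 note: signal is the first read of a kinetic run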
# SF1 activator = activates the human nuclear receptor SF-1; Q13285; CHO-K1 Gal4-SF-1 LBD luciferase reporter; % increase over DMSO SF-1-specific signal; activation, % at 10 µM; 65,000 tested, 1.9% active;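 active = activation above the mean activation of all tested compounds plus 3 SD, cut at about 50% in these data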
#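 Test system: transient Gal4-SF-1 LBD reporter, CHO-K1; Amount: 4,000 CHO-K1 cells per well; Doses: 10 µM only; Timing: compound exposure 20 h at 37 °C; Signal: luciferase light emission; Read-out basis: percent activation relative to DMSO median and mock-transfected background; Control set: DMSO negative control and −SF1 background wells; Replicates: one test per compound.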
# MMP13 inh = MMP13 (human) collagenase inhibition; P45452; MMP-13 fTHP FRET cleavage, Mca fluorescence; inhibition, % at 4 µM; 65,000 tested, 0.07% active; AID 570;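 active = inhibition above the mean of compound-free control plate wells plus 3 SD, cut at about 14% in these data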;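 note: 0% = DMSO wells and 100% = wells with reference MMP-13 inhibitor after basal subtraction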
# RORA act = activates the human nuclear receptor RORA. P35398. CHO-K1 Gal4-RORA LBD luciferase reporter, luminescence; percent increase over mock-subtracted basal signal. activation, % at 10 µM. 65,000 tested, 1.5% active. AID 560;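 active = activation above the mean of all tested compounds plus 3 SD, cut at about 49% in these data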;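 note: 0% = DMSO-treated RORA cells and 100% = added signal equal to DMSO minus mock-transfected cells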
# Target sequence (P35398 whole entry, looked up, the tested form may be a part): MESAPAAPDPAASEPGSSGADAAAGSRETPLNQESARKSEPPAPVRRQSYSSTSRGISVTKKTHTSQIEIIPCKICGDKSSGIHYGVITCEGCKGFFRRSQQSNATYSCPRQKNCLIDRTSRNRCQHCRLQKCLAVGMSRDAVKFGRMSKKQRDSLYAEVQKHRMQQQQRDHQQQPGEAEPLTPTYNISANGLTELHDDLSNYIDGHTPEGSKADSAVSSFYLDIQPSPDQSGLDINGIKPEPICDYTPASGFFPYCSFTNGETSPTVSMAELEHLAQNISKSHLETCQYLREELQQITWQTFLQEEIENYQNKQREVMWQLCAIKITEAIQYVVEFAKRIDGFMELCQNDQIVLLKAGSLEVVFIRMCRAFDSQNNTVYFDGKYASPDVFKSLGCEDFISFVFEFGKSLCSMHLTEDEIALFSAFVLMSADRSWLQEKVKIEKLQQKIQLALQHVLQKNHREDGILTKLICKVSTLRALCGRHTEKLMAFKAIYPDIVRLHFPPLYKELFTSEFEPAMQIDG
# TNAP act mid DEA = activates human TNAP at intermediate phosphate acceptor concentration | activation factor at 20 µM | purified TNAP, CDP-star luminescence, 100 mM DEA, 30 min; active compounds read high; scale: 0 levamisole-inhibited, 1 vehicle-only enzyme | 64,000 tested, under 10 active | AID 813 | P05186;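 active = activation factor of at least 2 at 20 µM, relative to controls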
# Target sequence (P05186 whole entry, looked up): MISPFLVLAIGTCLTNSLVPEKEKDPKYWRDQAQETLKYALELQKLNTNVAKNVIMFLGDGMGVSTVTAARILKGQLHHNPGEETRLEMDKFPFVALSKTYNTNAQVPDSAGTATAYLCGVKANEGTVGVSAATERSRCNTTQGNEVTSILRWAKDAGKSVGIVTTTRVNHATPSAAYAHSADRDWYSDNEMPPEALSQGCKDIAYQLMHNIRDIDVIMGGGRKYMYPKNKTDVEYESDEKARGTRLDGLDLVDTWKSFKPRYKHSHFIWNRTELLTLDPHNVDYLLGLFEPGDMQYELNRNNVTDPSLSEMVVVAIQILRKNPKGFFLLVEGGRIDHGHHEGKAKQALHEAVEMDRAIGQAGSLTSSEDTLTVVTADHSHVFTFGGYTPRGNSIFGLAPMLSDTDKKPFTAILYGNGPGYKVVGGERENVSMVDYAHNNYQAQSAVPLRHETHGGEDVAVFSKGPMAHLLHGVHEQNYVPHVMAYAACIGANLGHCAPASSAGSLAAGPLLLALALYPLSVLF
# HTR1A agonist = activates the human 5-HT1a serotonin receptor; activation, % at 10 µM; AID 567; P08908; 65,000 tested, 0.56% active; CHO 5-HT1a Ga15 NFAT-bla reporter, FRET ratio; 0% basal, 100% maximal reference agonist;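 active = activation above the screen-wide mean activation plus 3 SD, cut at about 19% in these data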;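 note: 0% = DMSO wells and 100% = 5-CT at EC100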
# 5-HT1A blocker = 5-HT1a (human) receptor antagonism; P08908; CHO 5-HT1a Ga15 NFAT-bla reporter, antagonist mode; inhibition, % at 10 µM; 62,000 tested, 0.68% active; AID 612;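 active = inhibition above the mean of all tested compounds plus 3 SD, cut at about 43% in these data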;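 note: receptor stimulated by 5-CT agonist at 100 nM near EC80; beta-lactamase reporter measured by ratiometric fluorescence of a cleavable substrate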
# NADH coupling = blocks coupling enzymes of NAD/NADH assays; coupled PK/LDH NADH assays, four targets; IC50, µM (highest dose often 10 µM), without a hit: top-dose inhibition; 65,000 tested, 0.02% active; AID 774;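 active = single-dose screening hits from any of four coupled enzyme assays that gave an IC50 when retested across doses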;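 note: the DPM-DC format reads NADH fluorescence rather than 340 nm absorbance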
# Abs 340nm = compounds absorbing at 340 nm; compound absorbance at 340 nm, fold over control; fold change at 10 µM; 65,000 tested, under 10 active;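 active = at 10 µM dose, initial 340 nm absorbance at least 2 fold that of control wells; inactive = change under 2 fold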;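 note: initial absorbance extrapolated from kinetic A340 decline of NADH oxidation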
# The depositor's hits bear a star; . = not tested or not shown; [ ] = dose if it differs, or a comment.
# Second line of a record: Autofluor 339	Abs 340nm	TNAP act mid DEA	SF1 activator	RORA act	MMP13 inh	5-HT1A blocker	NADH coupling	HTR1A agonist
O=C(NC(=O)c1ccccc1)OCC(F)(F)F
    1.1	1	0.9	-4	8	3	-3	5%	-3.3
O=C(Nc1ccc(S(=O)(=O)N2CCOCC2)cc1)c1cccs1
    1.1	1	0.9	2	20	-1	9	1%	-4.4
COCCCNC(=O)C12CCC(C)(C(=O)C1)C2(C)C (configuration not stated)
    1.1	1	0.9	18	3	2	5	3%	-1.5
Nc1ccccc1-c1nc2ccccc2[nH]1
    3.8*	1.1	0.9	47	45	-351[fluorescence artefact?]	10	7%[fluoresces]	-1.6
CCOc1ccc(NC(=O)c2cnsn2)cc1
    1.1	1.1	1	-2	16	2	6	5%	-3.1
CCOc1ccc(NC2CCN(C(C)=O)CC2)cc1
    1.1	1.1	1	-8	-16	-4	2	2%	-1.1
Cc1ccc2nc3c(cc(C(=O)NCc4cccnc4)c(=N)n3C(C)C)c(=O)n2c1
    5*	1	0.9	1	-10	-424[fluorescence artefact?]	-6	7%[fluoresces]	0.7
CC(C)C(=O)Nc1cccc(C(=O)Nc2ccc3c(c2)OCO3)c1
    1	1	0.9	55*	32	10	-3	7%	-1.4
CC(C)C1N=C2c3ccccc3N=C(SCC#N)N2C1=O (configuration not stated)
    2.6*	1.1	0.9	7	-9	-11	-2	8%	-0.1
CC(=O)C(C)Oc1cc(C)cc2oc(=O)c(C)c(C)c12 (configuration not stated)
    3.6*	1.1	0.9	-2	-6	-116[fluorescence artefact?]	5	6%[fluoresces]	-2.7
CCc1ccccc1NC1=NCC(=O)N1Cc1ccc(OC)cc1
    1.1	1	0.9	-8	7	3	5	5%	-0.9
COc1cc(C)c(S(=O)(=O)N2CCN(C)CC2)cc1C
    1.1	1	0.9	-8	0	3	-4	4%	-1.1
COc1ccc(OC)c(C2NC(=O)NC(C)=C2C(=O)Nc2ccc(C)cc2)c1 (configuration not stated)
    1.1	1.1	1	2	-19	6	-3	0%	-1.3
COCCCNC(=O)Nc1ccc(Br)cc1Cl
    1.1	1	0.9	26	12	6	13	3%	-2.8
CCC(=O)c1cc(F)c(N2CCN(S(=O)(=O)c3ccc(C)cc3)CC2)cc1C
    1.1	1.1	0.8	-7	-3	4	-10	0%	2.0
CC1CCCN(c2nc3c(c(=O)n(C)c(=O)n3C)n2Cc2ccccc2)C1 (configuration not stated)
    1.1	1.1	1	-6	-8	4	2	4%	1.4
O=C(CN1C(=O)COc2ccccc21)NCc1ccc(C(=O)O)cc1
    0.91	1	0.9	13	-16	5	-8	12%	-1.8
COc1ccc(-c2nn3c(-c4ccccn4)nnc3s2)cc1OC
    1.4	1.1	0.9	5	5	-14	.	15%	1.0
COc1ccc2c(c1)c(C(=O)OCCN(C)C)c(C)n2C
    1.1	1	0.9	-5	-8	0	-3	6%	-0.6
Cc1ccc(-n2c(=O)cc(NCc3cccnc3)[nH]c2=O)cc1
    1.1	0.95	0.9	2	6	2	-3	6%	0.1
CN1CCN(c2ccc(NC(=O)c3cccc(OCc4ccccc4)c3)cc2)CC1
    1.1	1.1	0.8	5	-3	1	34	5%	2.4
CC(=O)Nc1ccc(S(=O)(=O)N2CCC(n3cnc4cc(F)ccc43)CC2)cc1
    1.1	1	1	-3	-25	0	14	7%	-2.9
CCOc1ccc(NC(=O)C2CC(=O)N3CCCN=C3S2)cc1 (configuration not stated)
    1.1	1	0.9	-4	7	2	-3	2%	-1.0
COC(=O)c1ccccc1NC(=O)CSc1nc2ccccc2c(=O)[nH]1
    1.1	1.1	0.9	21	-5	1	2	0%	0.1
Fc1ccccc1N1CCN(C(c2ccncc2)c2nnnn2C2CCCC2)CC1 (configuration not stated)
    1.1	0.98	1	0	-15	3	17	5%	1.4
CCOC(=O)C1=C(CNCc2ccc(C)cc2)NC(=O)NC1c1ccc(OC)cc1 (configuration not stated)
    1.1	1	0.9	-4	4	1	-10	5%	2.8
O=C(CN1C(=O)CSc2ccccc21)NC1CCCC1
    1	0.98	1	-1	-10	0	8	7%	-0.4
Cc1nc(=S)n(-c2ccccc2)[nH]1
    1	1	0.9	7	-4	-1	-5	2%	-0.5
O=C(O)CCc1ccc(-c2cccs2)n1NC(=O)c1ccc(O)cc1
    1.1	1.1	1	34	16	0	4	9%	-2.4
COc1ccc(C(=O)N(Cc2nc(-c3ccc(C)cc3)no2)C(C)C)cc1OC
    1.1	1.1	1	-11	-5	2	7	4%	-2.3

# Looked up above.
# Cc1nc(=S)n(-c2ccccc2)[nH]1 – MMP13 inh: -1
# CC(C)C(=O)Nc1cccc(C(=O)Nc2ccc3c(c2)OCO3)c1 – 5-HT1A blocker: -3

# Next section
# Second line of a record: Autofluor 339	Abs 340nm	TNAP act mid DEA	SF1 activator	RORA act	MMP13 inh	5-HT1A blocker	NADH coupling	HTR1A agonist
COCCn1c(SCC(=O)Nc2ccc(S(=O)(=O)N3CCOCC3)cc2)nc2ccccc21
    1.1	1.1	0.9	2	4	-4	-2	2%	-1.1
O=C(Nc1ccc(C(=O)Oc2ccccc2)c(O)c1)c1ccco1
    1.2	1.1	0.9	16	0	-2	-5	4%	-1.7
CCCNC(=O)c1ccccc1NS(=O)(=O)c1ccc(OC)c(OC)c1
    1.7	1.1	0.9	18	-20	-6	-2	1%	-3.3
Cc1ccc(SC(C)c2nc(-c3ccncc3)no2)cc1 (configuration not stated)
    1.1	1.1	1	3	-17	-2	2	2%	-0.6
COc1ccccc1OC(C)C(=O)O (configuration not stated)
    1.1	1	0.9	0	-5	-7	-34	3%	-0.2
COc1ccc(Cl)c(N2CCN(CCCNC(=O)Nc3ccc(C)cc3)CC2)c1
    1	1	1	13	-6	2	27	0%	3.7
CCC(CC)C(=O)NCCc1cc2c(OC)ccc(OC)c2[nH]c1=O
    1.3	1.1	0.9	5	0	-1	2	0%	-1.8
Cc1cc(-c2csc(NC(=O)c3cc4ccccc4o3)n2)c(C)n1C
    1.1	1.1	0.9	-12	-14	0	-6	6%	-2.3
CCN(CC)C(=O)CN(C#N)c1nc(NC(C)C)nc(NC(C)C)n1
    1.1	1	0.9	-3	-16	-1	.	2%	-0.9
O=C(c1ccc(S(=O)(=O)N2CCCC2)cc1)N1CCCc2ccccc21
    1.1	1	0.9	-8	-9	3	-6	4%	-0.8
COc1ccc(S(=O)(=O)N2CCC(C(=O)N3CCCCCC3)CC2)cc1
    1.1	1	1	1	5	0	-4	3%	-1.4
CC(C)C(CCNC(=O)CN1C(=O)c2ccccc2C1=O)c1ccco1 (configuration not stated)
    .	.	1	-15	-7	4	-7	.	-2.2
c1ccc2c(c1)oc1c(N3CCOCC3)ncnc12
    1.1	1	0.9	-7	15	-4	5	11%	-0.3
Cc1ccc(-n2ncc(-c3nnc(SCC(=O)NC4CCCC4)o3)c2N)cc1C
    1.1	1	1	36	17	-3	-4	6%	-0.2
Cc1cc(=O)[nH]c2ccccc12
    1.1	1	0.9	-8	-13	-6	-8	15%	0.1
Cc1ccccc1-c1nc(CS(=O)(=O)CC(=O)NCCCN2C(C)CCCC2C)c(C)o1 (configuration not stated)
    1.1	1	0.9	-18	9	10	1	1%	-2.1
Cc1cc(C)nc(-n2nc(C)cc2NC(=O)CN2CCC(C)CC2)n1
    1.1	1	1	8	3	7	3	5%	0.7
CC(=O)c1cccc(NC(=O)CN(c2ccccc2)S(C)(=O)=O)c1
    1.1	0.99	0.9	-21	0	-2	7	4%	-2.8
COc1ccc(NC(=O)CSc2nnc(-c3ccccc3C)n2N)cc1OC
    1.1	1	0.9	10	28	1	4	8%	-3.2
CCn1cc(SCC(=O)NCC2CCCO2)c2ccccc21 (configuration not stated)
    1.1	0.96	0.9	-16	24	-6	-5	3%	-2.5
CC1CCCN(c2nc3c(c(=O)[nH]c(=O)n3C)n2Cc2ccccc2Cl)C1 (configuration not stated)
    1.1	1	1	-6	1	0	-28	5%	-1.1
CCn1c2ccccc2c2cc(NC(=O)N3CCOCC3)ccc21
    2.1*	1.1	1	40	28	-19	16	10%	-1.2
O=C(Cn1c(=O)oc2cc(S(=O)(=O)N3CCOCC3)ccc21)N1CCc2ccccc2C1
    1.1	1	1	-11	14	-2	-4	9%	-0.2
COc1ccc(CNC(=O)C2CCCN2S(=O)(=O)c2ccc(C)cc2)cc1 (configuration not stated)
    1	0.98	1	-3	-5	-2	-1	8%	0.9
CCSc1nc(=O)n(-c2ccccc2)c(C)c1C(C)=O
    1.1	1	0.9	-1	13	3	-14	7%	-1.4
CN(C)CCCN1C(=O)C(O)=C(C(=O)c2cc3ccccc3o2)C1c1ccccn1 (configuration not stated)
    1.1	1.1	0.9	3	-21	6	.	3%	-0.5
CN(C(=O)c1cnccn1)c1nnc(-c2cccnc2)s1
    1.3	1	0.9	-1	7	1	0	11%	-3.1
C=C1CSc2nc(=O)c3c4c(sc3n21)CCCC4
    1.1	1	0.9	12	-17	5	-8	1%	-1.3
CC(C)(C)NC(=O)C1CCCN(S(=O)(=O)c2cccc3cccnc23)C1 (configuration not stated)
    1.1	1	0.9	7	6	0	6	2%	-1.6
CC1CCN(CCNC(=O)CN(C)S(=O)(=O)c2cccc3nsnc23)CC1
    1.1	1	1	-1	9	7	-4	7%	-0.5
CCc1ccc(Nc2cc(=O)n(C3CCCCC3)c(=O)[nH]2)cc1
    1.1	1	0.9	52*	16	-2	20	2%	0.6
Cc1cc(NC(=O)CSc2nnc3c4c(C)c(C)sc4ncn23)no1
    1.2	0.99	0.9	-3	-13	-1	3	5%	-0.7
O=C1NCCCC1C(=O)Nc1ccccn1 (configuration not stated)
    1.1	1	1	-24	10	-6	-14	8%	-1.4

# Autofluor 339: entries above that show a hit
canonical_smiles	Autofluor 339	Abs 340nm	TNAP act mid DEA	MMP13 inh	5-HT1A blocker	NADH coupling	HTR1A agonist
Nc1ccccc1-c1nc2ccccc2[nH]1	3.8*	1.1	0.9	-351[fluorescence artefact?]	10	7%[fluoresces]	-1.6
Cc1ccc2nc3c(cc(C(=O)NCc4cccnc4)c(=N)n3C(C)C)c(=O)n2c1	5*	1	0.9	-424[fluorescence artefact?]	-6	7%[fluoresces]	0.7
CC(C)C1N=C2c3ccccc3N=C(SCC#N)N2C1=O (configuration not stated)	2.6*	1.1	0.9	-11	-2	8%	-0.1
CC(=O)C(C)Oc1cc(C)cc2oc(=O)c(C)c(C)c12 (configuration not stated)	3.6*	1.1	0.9	-116[fluorescence artefact?]	5	6%[fluoresces]	-2.7
CCn1c2ccccc2c2cc(NC(=O)N3CCOCC3)ccc21	2.1*	1.1	1	-19	16	10%	-1.2
